Screening data (PubChem BioAssay)
Xi reactivation: activators of inactive X chromosome reactivation, primary screen, imaging, XiGFP fibroblasts, GFP high-content imaging, set 2 | XiGFP mouse fibroblasts, % GFP-positive cells imaging, 3 d; cells co-treated with 5-aza-dC sensitizer; scaled so ellipticine positive control = 100% | activation, % at 7.58 µM | actives 0.055% (n = 360,000);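 active = mean normalized replicate activation at least 10% and every replicate at or above 10%; inconclusive = only one of the two criteria met; inactive = mean below 10% and not all replicates reach 10%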;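 note: 0% = median of on-plate neutral control wells and 100% = ellipticine 6 µM median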
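Assay system: SV40-immortalized XiGFP fibroblast cells, line 68-5-11; buffer or medium: DMEM plus 5-aza-dC sensitizer; compound: one concentration, pinned; timing: compounds 3 days, fix/stain 15 min at room temperature; benchmarks: positive control ellipticine, 6 µM final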
E-selectin induc: E-selectin induction in HUVECs, primary screen, imaging, HUVEC, immunofluorescence imaging, single point. P16581. normalized: neutral wells 0, TNF-alpha wells 100. activation, % at 7.58 µM. actives 0.37% (n = 260,000);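 active = mean E-selectin-positive cell signal at least 10% of the positive control, reached in at least 60% of replicates, without over 20% cell loss; inconclusive = no rule given, readout overlaps actives, possibly toxicity-flagged; inactive = the rest, including those meeting only one limit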;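 note: in these data hits start at about 27%; measured in HUVEC primary endothelial cells; signal is the percent of cells scored E-selectin positive by PE staining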
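material = human umbilical vein endothelial cells (HUVEC), E-selectin induction | quantity = 3,000 cells/well | medium = EGM-2 growth medium on 0.1% gelatin-coated wells | technique = immunofluorescence imaging | read-out basis = % PE-positive cells | control set = TNF-alpha positive control, DMSO neutral control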
S100A4 MyoIIA: inhibitors of S100A4-myosin IIA peptide binding, primary screen, biochemical, fluorescence polarization, TAMRA-MyoIIA peptide. inhibition, % at 10.7 µM. Protein S100-A4 (Homo sapiens), P26447. AID 652163, 2013. actives 0.14% (n = 360,000);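 active = mean inhibition of at least 70% across replicates, with every replicate also reaching that level; inconclusive = mean inhibition reaches 70% but some replicates fall short; inactive = mean inhibition below 70%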
Target sequence (P26447 whole entry, looked up): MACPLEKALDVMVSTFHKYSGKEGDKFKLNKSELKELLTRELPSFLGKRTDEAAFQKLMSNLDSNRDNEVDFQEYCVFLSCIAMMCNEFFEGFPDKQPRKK
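incubation = readout 5 min after mixing, signal stable up to 60 min | system = S100A4 monomer protein | buffer or medium = HEPES pH 7.2 with CaCl2, KCl, NaCl, DTT, Triton | benchmarks = neutral control DMSO, positive control TFP | also added = fluorescent myosin IIA peptide, 5 nM | compound dosing = one concentration per compound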
esBAF inh: Bmi1 luciferase reporter increase in mESCs, primary screen, esBAF inhibitor project, mouse ES cells, Bmi1 luciferase knock-in, single point | 24 h; 100% = twice the neutral-well signal | reporter increase, % at 12.5 µM | actives 2% (n = 350,000) | AID 602393, 2012; in the data active = activation above about 40%; inconclusive = no clear call, values can overlap the other calls;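 note: 0% = median of the plate's neutral control wells and 100% = double that signal; a rise in the Bmi1 reporter signal indicates esBAF inhibition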
EWS-Fli inh: EWS/Fli-driven NR0B1 reporter inhibitors, primary screen, A673 cells, NR0B1 luciferase, luminescence, MLPCN library | inhibition, % at 12.6 µM | viability-normalised | actives 0.67% (n = 350,000);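 active = mean inhibition of at least 50% after viability correction, with every replicate also passing that limit; inconclusive = mean reaches 50% but only one of two replicates passes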;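 note: firefly luciferase signal divided by Alamar Blue viability fluorescence both relative to DMSO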
FN deposition inh: inhibitors of fibronectin matrix deposition, primary screen, AH1F cells, Alexa488-fibronectin fluorescence, plate reader; AH1F fibroblasts, overnight; inhibition, % at 12.6 µM; actives 0.086% (n = 350,000); AID 743247, 2014;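 active = mean inhibition across replicates of 30% or more, regardless of how many single replicates reach that level; inconclusive = mean under 30% yet at least half of replicates reach 30%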;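 note: positive control wells lacked labelled fibronectin entirely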
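Assay system: AH1F fibroblasts assembling fluorescent fibronectin matrix; Amount: 10000 AH1F cells per well; Buffer or medium: DMEM, 2% serum; Probe or stimulus: Alexa488-fibronectin, 24 nM final in well; Doses: single compound dose, delivered by pin transfer; Incubation: 1 h adhesion, overnight exposure; Measured by: fluorescence 485/525 nm; Read-out: fibronectin deposition inhibition.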
RAD54 inh: inhibitors of human RAD54 branch migration, primary screen, biochemical, fluorescence, single point | RAD54 Holliday junction branch migration, FAM/BHQ fluorescence | inhibition, % at 10.4 µM | actives 0.14% (n = 360,000) | AID 602329, 2012;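 active = mean normalized replicate activity at least 40 and at least half of replicates scoring 40 or more; inconclusive = only one of the two criteria met; inactive = mean below 40 and under half of replicates reaching 40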;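 note: 0% = median of neutral control wells and 100% = median of positive control wells; inhibitors cause a drop in the FAM fluorescence signal; in these data hits start at about 50%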
RAD52 anneal inh: RAD52 DNA annealing inhibitors, primary screen, biochemical, FRET, single point, set 2. DNA repair protein RAD52 homolog (Homo sapiens), P43351. recombinant RAD52 DNA annealing, FRET fluorescence. inhibition, % at 18.7 µM. actives 0.46% (n = 360,000). AID 651710, 2012;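 active = every replicate showing at least 50% inhibition; inconclusive = mean inhibition at least 50% but not in every replicate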
Target sequence (P43351 whole entry, looked up): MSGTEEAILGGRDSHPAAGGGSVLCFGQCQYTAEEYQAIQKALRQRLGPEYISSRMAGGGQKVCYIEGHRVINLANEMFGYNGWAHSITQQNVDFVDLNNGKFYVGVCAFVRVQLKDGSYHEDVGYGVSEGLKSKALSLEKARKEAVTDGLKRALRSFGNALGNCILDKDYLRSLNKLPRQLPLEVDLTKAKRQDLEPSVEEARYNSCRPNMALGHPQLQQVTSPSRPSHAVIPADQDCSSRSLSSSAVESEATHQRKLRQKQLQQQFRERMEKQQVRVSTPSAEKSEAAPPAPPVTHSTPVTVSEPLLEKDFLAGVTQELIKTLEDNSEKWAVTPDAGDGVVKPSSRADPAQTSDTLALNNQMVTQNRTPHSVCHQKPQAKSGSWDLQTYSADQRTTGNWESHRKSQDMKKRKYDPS
An asterisk follows results filed as active; ? = inconclusive; . = not tested or not shown.

SMILES	Xi reactivation	E-selectin induc	S100A4 MyoIIA	esBAF inh	EWS-Fli inh	FN deposition inh	RAD54 inh	RAD52 anneal inh
O=C(C1CCCC1)N1CC(=O)N2[C@H](CO)[C@H](c3ccc(C#Cc4cccc(F)c4)cc3)[C@@H]2C1	0.1	-0.6	-8	.	6	-12	.	-51
Cc1cccn2cc(CNS(=O)(=O)c3ccc4ccccc4c3)nc12	0.1	-0.1	1	-3	.	9	5	-6
CC1Sc2ccc(S(=O)(=O)N3CCC(C(=O)Nc4cccc(Cl)c4)CC3)cc2NC1=O (stereo unspecified)	0.2	-0.4	-67	-25	.	5	-21	-94
CCC(=O)N1[C@@H]2c3ccc(/C=C/c4ccccc4)c(=O)n3C[C@H]1[C@H](CO)[C@H]2C(=O)N(C)C	0.3	-0.1	-5	0	-7	.	4	-6
Cc1noc(C)c1NC(=O)N(C)C[C@@H]1Oc2ncc(C#CCN(C)C)cc2C(=O)N([C@H](C)CO)C[C@H]1C	0.5	-0.1	-4	-1	-10	.	2	-13
O=C(NCCc1ccccc1)C(=O)NCC(c1ccco1)N1CCOCC1 (stereo unspecified)	-0.1	0.7	-10	4	4	4	3	-16
Clc1ccc(CNCc2cccs2)cc1Cl	-0.2	.	-8	.	3	-3	-8	17
O=C(NC1CCCC1)C1(c2ccccc2)CCN(S(=O)(=O)c2ccccc2)CC1	.	.	-4	-7	.	.	3	-10
O=C(NCC1CCCO1)c1ccc(NC(=O)c2cccc(Cl)c2)cc1 (stereo unspecified)	0.1	-0.1	0	.	-10	4	.	-5
CCc1nc2ccc(C(=O)N3CCN(S(=O)(=O)CC)CC3)cn2c1N(CC)Cc1cccc(Br)c1	-0.1	-0.2	4	-5	6	6	0	2
O=C(NCc1ccc(F)cc1)C1CCCN1S(=O)(=O)c1cccc2nsnc12 (stereo unspecified)	0.0	.	-3	4	-5	1	5	-5
CCOC(=O)C1=C(C)NC(SC)=C(C#N)C1CC(C)C (stereo unspecified)	0.2	1.3	-6	.	54*	21	-11	-10
Cc1ccc(S(=O)(=O)NNC(=O)Nc2ccccc2F)c(C)c1	-0.1	0.2	0	.	9	.	-2	-3
Cc1ccc(OCCCCNC2CCCCC2)c(C)c1	0.1	.	6	-9	-1	-26	.	-6
Cc1ccc(S(=O)(=O)N[C@H]2CC[C@@H](CCNC(=O)C3CCOCC3)O[C@H]2CO)cc1	0.1	0.1	6	0	4	6	-14	4
CCC(=O)Nc1ccc2c(c1)C(=O)N(C)[C@@H]1CC[C@H](CC(=O)Nc3cccc(OC)c3)O[C@@H]1CO2	0.2	0.1	3	0	0	.	1	4
CCc1cc(C(=O)N(CC)CC(=O)Nc2c(F)cccc2F)sc1C	0.0	-0.1	0	0	11	12	0	-24
O=C(Nc1ccc2c(c1)OCCO2)c1cccc(Cl)c1	0.3	0.5	7	24	-122	-3	-6	-9
Oc1cccc2ccc(/C=C/c3ccccc3Br)nc12	0.6	-0.1	-1	7	-71	7	-1	-13
N#Cc1cnn(-c2ccccc2)c1NC(=O)CN1CCN(c2ccccc2)CC1	-0.1	.	-19	.	-2	5	-9	-11
CCC(O)c1c(-c2ccccc2)nn(C)c1Cl (stereo unspecified)	0.0	.	-1	.	7	6	.	-6
O=c1[nH]c(-c2ccc3c(c2)OCO3)nc2c1sc(=S)n2-c1ccccc1	0.0	.	-1	.	12	-1	.	-68
CC(C)(C)OC(=O)C[C@H]1C/C=C\C[C@@H](CC(=O)N[C@H](CO)Cc2ccccc2)C(=O)NC[C@@H](c2ccccc2)OC1=O	0.3	0.4	-3	4	4	-3	2	-4
Cc1ccc(Nc2nc3ccccc3n3cnnc23)cc1Cl	-0.1	0.2	0	15	-13	2	-4	-4
O=C1/C(=C/c2ccc3c(c2)OCO3)SC(=S)N1CCC(=O)N(CCO)c1ccccc1	0.0	0.3	8	-13	4	-4	-14	-347
Later entries.
SMILES	Xi reactivation	E-selectin induc	S100A4 MyoIIA	esBAF inh	EWS-Fli inh	FN deposition inh	RAD54 inh	RAD52 anneal inh
O=C(c1ccc(F)cc1)N1CCC(C(=O)N(Cc2ccccc2)c2ccccc2)CC1	0.5	1.7	1	0	11	-6	-15	7
O=C(Nc1nnc(-c2cccs2)o1)c1cccc(C(F)(F)F)c1	0.3	-0.1	-3	-5	29	-5	-4	-9
C[C@H]1CN([C@@H](C)CO)C(=O)Cc2cc(NS(=O)(=O)c3ccc(Cl)cc3)ccc2O[C@@H]1CN(C)S(=O)(=O)c1ccc(Cl)cc1	0.1	0.4	-6	-2	-8	.	-3	1
CCc1ccc(NC(=O)CSc2nnc(-c3ccco3)o2)cc1	0.0	.	-3	-10	.	31*	-27	-6
CC1C(=O)N(Cc2cn(CCC3OCCCO3)nn2)CCS(=O)(=O)N1Cc1ccc(-c2ccccc2)cc1 (stereo unspecified)	0.2	-0.2	1	3	0	4	-4	-11
O=C(C[C@@H]1C=C[C@@H](NC(=O)c2cnccn2)[C@@H](CO)O1)NCc1ccccc1F	0.3	-0.1	-5	1	2	-4	-3	-1
Cc1c(C)c2ccc(OCC(=O)Nc3ccc(S(N)(=O)=O)cc3)c(C)c2oc1=O	0.0	.	0	5	.	7	.	-11
O=C(O)c1ccccc1	.	.	-10	-16	-2	.	-13	0
O=c1[nH]c(C2CCN(S(=O)(=O)c3ccc(C(F)(F)F)cc3)CC2)nc2c1nnn2Cc1ccc(F)cc1	0.0	0.4	-2	-4	8	4	5	-14
O=C(C[C@@H]1CC[C@H]2[C@@H](COC[C@@H](O)CN2Cc2cc(F)ccc2F)O1)NCc1ccccc1	0.2	0.0	4	0	-8	-14	2	1
Cc1cc(OCCn2cc(/C(N)=N/O)c3ccccc32)ccc1Cl	.	.	0	-74	.	.	1	-17
NC(=O)C1CCN(C(=O)CCc2nc3sc4c(c3c(=O)[nH]2)CCCC4)CC1	0.1	0.6	-10	.	2	-5	.	-31
O=C(C[C@H]1CC[C@@H]2[C@H](COC[C@H](O)CN2Cc2cccc(C(F)(F)F)c2)O1)NCc1ccncc1	-0.2	0.0	0	6	-7	-5	-4	6
Nc1ncnc(Nc2cccc(Cl)c2Cl)n1	1.0	.	-7	22	-17	7	3	-8
CC(=O)N1[C@@H]2c3ccc(C4=CCCCC4)c(=O)n3C[C@@H]2[C@@H](CO)[C@@H]1C(=O)N1CCCCC1	0.3	-0.2	4	0	5	.	0	1
CC(C)c1cn(CC[C@H]2CC[C@H](NS(=O)(=O)c3ccccc3)[C@@H](CO)O2)nn1	0.2	-0.1	1	2	-1	.	7	5
Cc1ccc(-c2csc(NC(=O)c3ccco3)n2)cc1C	0.0	3.9	0	47*	-109	-9	4	-12
Fc1ccc(N2CCN(Cc3nnc(-c4ccccc4)o3)CC2)cc1	0.6	.	-9	.	-1	-11	.	-8
Fc1ccc(CNC(=S)NCc2ccccc2)cc1	-0.1	0.0	0	-3	1	4	-27	-12
CC(N)C(=O)NC(C(=O)NC(C)C(=O)Nc1cccc2ccccc12)C(C)C (stereo unspecified)	0.0	1.9	-4	-6	-11	.	9	-6
O=C(O)/C=C/c1cn(-c2ccccc2)nc1-c1cc2ccccc2oc1=O	0.1	3.0	-7	?	-22	-2	2	-7
Cc1cc(CNC[C@H]2O[C@@H](n3cnc(C(N)=O)n3)[C@H](O)[C@@H]2O)c(C)n1-c1cccnc1	0.4	0.4	7	5	12	9	-5	-30
O=C(NC1CC1)C1=C[C@@H](C2CCCCC2)C[C@@H](OCc2ccc(CO)cc2)O1	0.0	.	-2	3	12	-8	-10	-11
CCc1sc(C(=O)NCc2ccco2)cc1Br	0.0	.	1	-4	13	-1	-5	4
CCCNC(=O)N1C[C@@H]2[C@H](c3ccccc31)[C@H](CO)N2Cc1cc(F)ccc1F	0.3	0.9	-10	0	5	.	-2	-5
The results go on:
SMILES	Xi reactivation	E-selectin induc	S100A4 MyoIIA	esBAF inh	EWS-Fli inh	FN deposition inh	RAD54 inh	RAD52 anneal inh
CC(=O)Nc1cccn(Cc2c(Cl)cccc2Cl)c1=O	0.0	.	-4	.	-6	-8	.	-18
C[C@@H]1CN([C@@H](C)CO)C(=O)c2cc(C#Cc3ccccn3)cnc2O[C@@H]1CN(C)Cc1cccnc1	0.2	-0.2	7	3	-9	.	-4	-45
O=C(C[C@@H]1CC[C@@H](NC(=O)Nc2ccc(F)cc2)[C@H](CO)O1)NCc1ccccn1	0.4	0.8	3	-2	7	-9	0	-2
COc1ccc(CN(C)C[C@@H]2Oc3ccc(NS(=O)(=O)c4ccc(OC)cc4)cc3C(=O)N([C@@H](C)CO)C[C@H]2C)cc1	0.0	0.3	-3	-1	-1	.	8	17
COc1ccc(OC)c(NC(=O)CCc2c[nH]c3ccccc23)c1	0.2	0.2	-3	.	32	4	.	-19
COc1ccccc1NC(=O)CC1SC(=N)N(c2ccccc2)C1=O (stereo unspecified)	0.0	.	-6	.	-7	.	.	-14
O=C(Nc1ccccc1C(=O)NC1CC1)c1ccc([N+](=O)[O-])o1	1.8	0.1	-8	0	35	9	5	-20
CCCC#Cc1cnc2c(c1)C(=O)N([C@H](C)CO)C[C@@H](C)[C@@H](CN(C)C(=O)c1cccc(F)c1)O2	0.3	-0.2	12	2	-3	.	-1	-6
O=S(=O)(c1ccc(F)cc1)N1C[C@H]2[C@@H](c3ccccc31)[C@H](CO)N2Cc1ccc2c(c1)OCO2	0.4	0.0	14	3	0	.	-24	4
COC(=O)c1c(C)[nH]c(C(=O)OCC(=O)NCC(C)C)c1C	.	.	0	27	.	.	8	-23
CCCN1[C@H](C(=O)N2CCCCC2)[C@@H](CO)[C@@H]2Cn3c(ccc(-c4ccccc4F)c3=O)[C@@H]21	0.0	-0.3	90*	-5	4	.	-13	-11
O=C(CSc1nnc2c(n1)[nH]c1ccccc12)Nc1cccc(S(=O)(=O)N2CCOCC2)c1	0.1	-0.6	-3	9	5	8	-18	-20

Laid out differently: two of the compounds above
Second line of a record – Xi reactivation | E-selectin induc | S100A4 MyoIIA | esBAF inh | EWS-Fli inh | FN deposition inh | RAD54 inh | RAD52 anneal inh
- O=C(NC1CC1)C1=C[C@@H](C2CCCCC2)C[C@@H](OCc2ccc(CO)cc2)O1
→ 0.0 | . | -2 | 3 | 12 | -8 | -10 | -11
- CCc1sc(C(=O)NCc2ccco2)cc1Br
→ 0.0 | . | 1 | -4 | 13 | -1 | -5 | 4
